High-throughput results as filed in PubChem.
PI4K2A inh = blocks human PI4K2A kinase activity; AID 1346378; activity change, negative = inhibition, % at 76.9 µM; purified PI4K2A, ADP-Glo luminescence, 1 h; active compounds read low; hit rate 0.13% among 420,000; in the data active means activity change below about -50%; inconclusive means mostly about -30% to -49%;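 further: -100% = wells without enzyme as full effect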
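PI4K2A activity was measured by ADP-Glo luminescence: enzyme (4 ug/mL stock) and phosphatidylinositol (1.2 mM stock) in Tris pH 7.5/MgCl2/EGTA/Triton X-100 buffer were reacted with ATP (300 microM stock) for one hour at ambient temperature.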
ALOX12 inh = inhibitors of human 12S-lipoxygenase ALOX12 | hit rate 1.1% among 580,000 | purified 12hLO, xylenol orange hydroperoxide absorbance | AID 1671190 | Potency, µM (highest dose often 108 µM), inactives show top-dose activity change, negative = inhibition, most hits filed as inhibitors | P18054; further: potency means the concentration at half of the fitted maximal effect
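Purified human 12hLO at 150 nM in 25 mM Hepes, 0.01% Triton X-100, pH 7.0, preincubated 15 min at room temperature with compound. Reaction started with 40 uM arachidonic acid, 30 min at room temperature. Hydroperoxide measured by Fe-xylenol orange, 573/405 nm absorbance ratio.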
GLS inhibitor = glutaminase GLS (human) inhibition. O94925. GLS enzymatic activity, qHTS titration. Potency, µM (highest dose often 45.5 µM), without a hit: top-dose activity change, negative = inhibition, hits mostly inhibitors. hit rate 0.21% among 410,000; further: potency means the concentration at half of the fitted maximal effect
Target sequence (O94925 whole entry, looked up): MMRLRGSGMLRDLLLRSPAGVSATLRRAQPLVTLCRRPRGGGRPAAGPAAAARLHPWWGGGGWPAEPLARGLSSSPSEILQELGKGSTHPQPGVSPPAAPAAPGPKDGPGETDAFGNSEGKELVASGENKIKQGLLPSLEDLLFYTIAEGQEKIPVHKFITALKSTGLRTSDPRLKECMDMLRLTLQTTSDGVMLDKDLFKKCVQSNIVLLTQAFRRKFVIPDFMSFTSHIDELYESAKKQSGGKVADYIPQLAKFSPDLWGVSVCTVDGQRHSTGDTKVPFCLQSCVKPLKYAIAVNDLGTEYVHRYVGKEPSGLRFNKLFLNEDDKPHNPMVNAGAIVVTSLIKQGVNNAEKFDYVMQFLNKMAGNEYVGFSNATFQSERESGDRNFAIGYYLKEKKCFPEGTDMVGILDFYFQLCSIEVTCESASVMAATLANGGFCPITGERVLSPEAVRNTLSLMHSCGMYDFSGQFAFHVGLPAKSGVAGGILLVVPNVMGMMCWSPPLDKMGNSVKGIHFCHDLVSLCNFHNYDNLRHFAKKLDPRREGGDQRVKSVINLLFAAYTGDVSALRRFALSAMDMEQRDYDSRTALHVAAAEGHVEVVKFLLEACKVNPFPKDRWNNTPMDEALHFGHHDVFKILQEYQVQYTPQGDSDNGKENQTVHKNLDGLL
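hKGA in 45 mM KH2PO4 (pH 8.2), 0.02% Tween-20 with compound, then 1mM L-Glutamine (stock as added) plus glutamate oxidase/HRP/Amplex red coupling mix. Fluorescence read initially and after 30 min at RT; signal change reflects glutamate formation.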
Active calls of the source: *; u = inconclusive; [ ] = dose if it differs, or a comment. Unless noted, the call rests on the fitted dose curve; in most records, active means well fitted inhibition curve with a large enough effect; inconclusive means small, poorly fitted or top-dose-only effect, or another doubt; inactive means no such curve, though single readings can be large or run the other way. Unless noted, on the % scale 0 is the no-effect control and ±100 the full control effect.

GLS inhibitor,ALOX12 inh,canonical_smiles,PI4K2A inh
10.4%,u,O=C1NC[C@H](Cc2ccc(O)cc2)N(C[C@@H]2CCCN2C[C@H](Cc2ccccc2)N2C[C@H](Cc3ccccc3)N(CC3CCCCC3)C(=O)C2=O)C1=O,1.4
0.1%,-2.3%,COCCCNC(=O)/C=C/[C@H]1O[C@@H](n2cnc3c(NC(=O)c4ccccc4)ncnc32)[C@H](O)[C@@H]1O,-1.4
6.7%,-7.4%,CCCS(=O)(=O)NC(=O)C1(C)CCCN(C(=O)c2c(C)noc2C)C1 (centres undefined),3.9
-0.8%,-6.2%,Cc1ccccc1-c1csc(C(O)c2cccnc2)n1 (centres undefined),-0.1
4.5%,1.0%,C[C@H]1CN([C@@H](C)CO)C(=O)CCCn2nncc2CO[C@@H]1CN(C)Cc1cccc(C(=O)O)c1,3.8
6.4%,-11.7%,O=C(c1[nH]c(C(F)(F)F)nc1-c1ccccc1)N1CCN(C(=O)C2CCCO2)CC1 (centres undefined),-0.3
0.9%,-17.4%,CC1(C(=O)NS(=O)(=O)c2ccccc2C(F)(F)F)CCN1C(=O)C1CCCCC1 (centres undefined),-2.2
3.6%,u,Nc1[nH]c(C(=O)c2ccccc2)c(-c2ccc(Br)cc2)c1C(=O)c1ccc(Br)cc1,1.0
-3.9%,5.0%,Nc1ccn([C@@H]2O[C@H](C(=O)NCC(F)(F)F)[C@@H](O)[C@H]2O)c(=O)n1,-2.8
16.6%,19.3%,COCCNC(=O)C1CCCN(Cc2ccc(Cl)cc2)CC1 (centres undefined),-4.1
-1.1%,9.8%,COc1ccc(CCNC(=O)C(=O)c2cn(CC(=O)N3CCCC3)c3ccccc23)cc1OC,-7.9
-3.7%,-19.3%,CNc1nc(NCc2ccccc2)c2sccc2n1,-0.6
-11.8%,-4.1%,C[C@H]1CN([C@@H](C)CO)S(=O)(=O)c2ccc(-c3cccc(F)c3)cc2O[C@@H]1CN(C)C,5.8
-2.3%,u,Cc1ccc([C@H]2C[C@H](O)[C@@H](n3cc(-c4ccc(F)cc4)nn3)CN2C(=O)c2cccs2)cc1,3.4
5.7%,4.7%,CCN(CC(=O)Nc1ccc(OC)cc1)C(=O)c1cccc(S(=O)(=O)N2CCN(c3ccccc3)CC2)c1,-0.3
-1.7%,-30.1%,COc1ccc(C(=O)N2CCN(c3nc4cc(C)cc(C)c4cc3C#N)CC2)cc1,1.0
-21.6%,-13.6%,COc1cccc(-c2cccc3c2NC(=O)C3(C)Cc2cccc(F)c2)c1 (centres undefined),2.3
-1.4%,-5.4%,Cc1ccc(OCc2cc(C(=O)N(C)C3CCCc4ccccc43)no2)cc1C (centres undefined),-3.4
40.4%[activator],-6.1%,CN(C)c1ccc(-c2[nH][nH]c(=O)c2NC(=O)c2ccc3ccccc3n2)cc1,-65.1*
-2.4%,4.2%,COCCCN1C(=O)C(CC(=O)NCC2CCCCC2)CC(C(=O)N2CCOCC2)=C1C (centres undefined),-5.5

An excerpt from above in order of formula weight, smallest number first.
GLS inhibitor,ALOX12 inh,canonical_smiles,PI4K2A inh
0.9%,-17.4%,CC1(C(=O)NS(=O)(=O)c2ccccc2C(F)(F)F)CCN1C(=O)C1CCCCC1 (centres undefined),-2.2
-11.8%,-4.1%,C[C@H]1CN([C@@H](C)CO)S(=O)(=O)c2ccc(-c3cccc(F)c3)cc2O[C@@H]1CN(C)C,5.8
-2.3%,u,Cc1ccc([C@H]2C[C@H](O)[C@@H](n3cc(-c4ccc(F)cc4)nn3)CN2C(=O)c2cccs2)cc1,3.4

The results go on.
GLS inhibitor,ALOX12 inh,canonical_smiles,PI4K2A inh
-3.0%,0.2%,Cc1ccc(CSc2nnc(-c3ccccn3)n2Cc2cccs2)cc1,3.4
3.2%,u,Cc1c(C(=O)/C=C/c2ccccc2F)c2cc(O)ccc2n1C,-1.6
-16.6%,9.1%,COCCCN(Cc1cc(OC)c(OC)c(OC)c1)C(=S)Nc1cccc(SC)c1,-0.9
28.9%,0.0%,N#Cc1ccc(-c2nc3ccc(Cl)cn3c2Cc2ccsc2)cc1,2.4
-2.7%,u,COCOCCn1cc(CN2CCS(=O)(=O)N(Cc3ccc(-c4ccc(OC)nc4)cc3)C(C)C2=O)nn1 (centres undefined),-3.4
-9.9%,u,CCCCC[C@H](C)N1C[C@@H](COCc2ccccc2)Oc2cc(N3CCC[C@H]3COC)ccc2S1(=O)=O,-0.7
-2.0%,9.5%,CSc1cccc(NC(=O)C2CCCN(S(C)(=O)=O)C2)c1 (centres undefined),6.5
20.3%,0.0%,CC(C)C[C@@H](CN1CCCC1CN1C(=S)NC[C@@H]1Cc1ccccc1)N1C[C@H](Cc2ccc(O)cc2)N(CC2CCCCC2)C1=S (some centres undefined),-2.5
-19.6%,-53.9%,CC1(Cc2ccccc2C#N)C(=O)Nc2ccc(OC(F)(F)F)cc21 (centres undefined),3.6
-2.5%,3.3%,CCOC(=O)C1(C)CCN1C(=O)c1ccc(OC)cc1 (centres undefined),-2.4
0.1%,11.0%,C[C@H](CO)N1C[C@H](C)[C@@H](CN(C)Cc2ccc(Cl)c(Cl)c2)OCc2cnnn2CCCC1=O,-1.6
-24.4%,u,CCCCc1c(-c2cccc(Br)c2)ncn1CCc1ccccc1OC,-1.7
2.0%,17.7%,Cc1ccc(C)c(OCC(=O)N/N=C/c2ccc(N3CCOCC3)cc2)c1,4.0
-3.1%,22.4µM*,CC(C)CC1C(=O)N(Cc2cn(Cc3ccco3)nn2)CCS(=O)(=O)N1Cc1ccc(-c2cccc(CO)c2)cc1 (centres undefined),-6.8
3.1%,-42.9%,O=S1(=O)N[C@@H](Cc2ccccc2)COc2cc(N3CCSCC3)ccc21,0.6
-3.4%,-10.1%,COC(=O)c1cnc(Nc2nc(C(N)c3ccccc3Cl)cs2)nc1C(F)(F)F (centres undefined),-3.3
51.4%[activator],1.6%,CCOC(=O)C1(C)CCCCN1C(=O)c1ccc(N(C)C)cc1 (centres undefined),5.4
12.3%,u,Cc1ccc(S(=O)(=O)N(CC(=O)NC2CC3CCC2C3)c2ccccc2)cc1 (centres undefined),-2.4
-3.4%,-2.6%,CC(C)CN(C(=O)Cn1nnc(-c2ccc(Cl)cc2)n1)C1CCS(=O)(=O)C1 (centres undefined),-4.4
-9.4%,0.0%,CS(=O)(=O)Nc1ccc2c(c1)[C@@H]1C[C@@H](CC(=O)NCc3cccnc3)O[C@H](CO)[C@@H]1O2,5.2

Entries of single compounds, looked up by structure. Values in the order: GLS inhibitor	ALOX12 inh	PI4K2A inh
`CC(C)CC1C(=O)N(Cc2cn(Cc3ccco3)nn2)CCS(=O)(=O)N1Cc1ccc(-c2cccc(CO)c2)cc1` (centres undefined) in the list: -3.1%	22.4µM*	-6.8
`COCCCN(Cc1cc(OC)c(OC)c(OC)c1)C(=S)Nc1cccc(SC)c1` in the list: -16.6%	9.1%	-0.9

Other compounds:
GLS inhibitor,ALOX12 inh,canonical_smiles,PI4K2A inh
0.9%,-3.7%,Nc1ccn([C@@H]2O[C@H](CNCc3cc(Cl)ccc3OCc3ccc(Cl)cc3)[C@@H](O)[C@H]2O)c(=O)n1,-0.4
-0.7%,7.4%,C[C@@H]1CN([C@H](C)CO)C(=O)CCCn2cc(nn2)CO[C@H]1CN(C)C(=O)Nc1ccc(-c2cccs2)cc1,4.1
-0.6%,3.8%,COc1ccc(Br)c(C(=O)OCC(=O)Nc2cc(C)on2)c1,5.5
0.4%,-4.8%,CC(C)C[C@H]1COc2cc(Br)ccc2S(=O)(=O)N1,-2.5
4.8%,-18.3%,COc1cccc(-c2cc(C(=O)O)c3cc4ccccc4cc3n2)c1OC,-10.1
2.2%,-29.4%,O=C(Nc1ccc(F)c(Cl)c1)c1ccc2sc([C@H]3C[C@H](O)[C@@H](CO)O3)nc2c1,-1.5
13.7%,25.7%,Cc1cc(NCC(=O)Nc2ccc(C)c(S(=O)(=O)N3CCOCC3)c2)ccc1Br,2.7
-3.8%,u,CN(Cc1ccc(C(F)(F)F)cc1)C(=O)[C@H]1O[C@@H](n2cnc3c(N)ncnc32)[C@H](O)[C@@H]1O,1.0
3.8%,-11.6%,COc1ccc(CN2C(=O)C(CC(=O)NCCCN(C)C)CC(C(=O)N3CCCCCC3)=C2C)cc1 (centres undefined),-1.4
-10.3%,-7.7%,CCCCC(=O)Nc1ccc(Cl)cc1F,4.5
-9.6%,40.2%[activator],CCOC(=O)C1=C[C@@H](C(C)C)N(S(=O)(=O)c2ccc(C)cc2)[C@H]1c1ccc(C(C)C)cc1,-4.1
-1.2%,2.4%,OC(c1ccc(-c2ccccc2)cc1)c1ncc(-c2ccccc2F)[nH]1 (centres undefined),2.5
10.1%,u,Cc1cc(C)n2[nH]c(=O)cc2n1,-0.8
8.0%,13.0%,COc1ccc(CN(C)C(=O)[C@H]2O[C@@H](n3ccc(=O)[nH]c3=O)[C@H](O)[C@@H]2O)cc1OC,0.8
6.2%,-1.5%,COc1ccc2c(CN(C)Cc3ccccc3)cc(=O)oc2c1,-3.6
20.7%,u,CN1OC[C@@H]2CN(C(=O)Nc3ccccc3)[C@H](c3ccc(N4CCCCC4)cc3)C[C@@H]21,-1.5
-5.5%,0.0%,CC1=C(C(=O)N(C(C)C)C(C)C)CC(CC(=O)NC2CCCCC2)C(=O)N1Cc1ccc(C(C)(C)C)cc1 (centres undefined),3.8
-10.9%,u,CC(=Cc1ccccc1)C=C1SC(=S)N(CCCC(=O)Nc2ccc(C(=O)O)cc2)C1=O,-6.8
-0.6%,2.9%,Cc1cc(C)c(S(=O)(=O)N(C)CC(=O)N2CCCC2)c(C)c1,3.5
-1.0%,12.0%,O=C(CSc1n[nH]c(=O)n1CCc1ccccc1)NC1CCCC1,-2.2

Structures listed above shown as hits in PI4K2A inh:
GLS inhibitor,ALOX12 inh,canonical_smiles,PI4K2A inh
40.4%[activator],-6.1%,CN(C)c1ccc(-c2[nH][nH]c(=O)c2NC(=O)c2ccc3ccccc3n2)cc1,-65.1*

Next section.
GLS inhibitor,ALOX12 inh,canonical_smiles,PI4K2A inh
-0.8%,4.9%,c1csc(CNc2ccn3nc(-c4ccc(OCCN5CCOCC5)cc4)cc3n2)c1,-3.1
-25.2%,-17.5%,Cc1cn([C@H]2C[C@H](O)[C@@H](/C=C/C(=O)NCc3ccc4c(c3)OCO4)O2)c(=O)[nH]c1=O,-1.8
3.8%,11.2%,CCc1nc2ccc(C(=O)NCc3ccc4c(c3)OCO4)cn2c1N(CC)Cc1cccc(Br)c1,-1.9
6.3%,8.3%,COc1ccc(NC(=O)c2cc(-c3ccc(F)cc3OC)n[nH]2)c(C)c1,-1.8
-0.8%,u,C[C@H]1CN([C@@H](C)CO)C(=O)c2cc(C#CC3CCCC3)cnc2O[C@H]1CN(C)C(=O)Cc1ccccn1,-2.3
4.5%,-20.1%,O=C(O)c1ccsc1Cc1cccs1,-3.7
-0.6%,-2.6%,Nc1ccc(-c2cc(NC=O)c3ncc(-c4cccc(C(F)(F)F)c4)n3c2)cn1,-3.8
-1.5%,-44.7%,CCCCOCCOC(=O)C1OC1(C)c1ccccc1 (centres undefined),5.5
2.3%,4.4%,CC(C)COC(=O)N(C)C[C@H]1OCc2cnnn2CCCC(=O)N([C@@H](C)CO)C[C@H]1C,5.4
-3.1%,-11.3%,CCCCN1C(=O)C(CC(=O)NCCCN(C)C)CC(C(=O)N(C)C)=C1C (centres undefined),1.5
4.5%,-1.4%,CCCNC(=O)c1cc(C2CCCCN2C(=O)c2ccc(NC(C)=O)cc2)on1 (centres undefined),-0.6
3.9%,u,CCOc1ccc(CCN2C(=S)N([C@@H](CC(C)C)CN3CCC[C@@H]3CN3C(=S)NC[C@@H]3CC(C)C)C[C@@H]2CC(C)C)cc1,-2.6
29.5%,-0.9%,CC1(C(=O)NS(=O)(=O)c2ccc3c(c2)CCO3)CCN1C(=O)C1(c2ccc(Cl)cc2)CC1 (centres undefined),1.9
-22.5%,-0.3%,CC(C)(C)c1ccc(CC(=O)N2CCC2(C)C(=O)NCc2cccs2)cc1 (centres undefined),0.3
12.8%,-6.5%,COc1cc(-c2cnc3c(NC(C)=O)cc(-c4ccccc4CN(C)C)cn23)cc(OC)c1OC,6.2
-5.5%,-3.4%,CCc1nc2c(OCCC3CCCCC3)cccn2c1N(C)C(=O)c1ccco1,2.7
9.1%,u,CC(C)C[C@@H](CN1CCCC1CN1C(=S)NC[C@@H]1Cc1ccccc1)N1C[C@H](Cc2ccc(O)cc2)N(CCc2ccccc2)C1=S (some centres undefined),7.1
-20.9%,0.0%,Nc1nc2c(ncn2[C@@H]2O[C@H](CNC(=O)[C@H](N)Cc3ccccc3)[C@@H](O)[C@H]2O)c(=O)[nH]1,1.9
15.2%,u,COc1ccc(-c2nc3c4ccccc4ccn3c2CC2CCCCC2)cc1OC,-3.6
-14.2%,36.1%,Cc1cc2c(cc1C)NC(=O)C(C)CN2 (centres undefined),0.7
-10.9%,3.0%,O=C1c2ccccc2C(c2nnnn2Cc2ccccc2)N1Cc1ccco1 (centres undefined),0.7

This is a subset (hit frequency here may not be typical).
